JMJD2C inh: inhibitors of human GASC-1 (JMJD2C) demethylase; GST-JMJD2C(1-420) H3K9me3 demethylation, DELFIA europium; inhibition, % at 2.35 µM; actives 0.069% (n = 330,000);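 active = more than half of a compound's replicate wells show inhibition beyond 50%, single wells judged on their own value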;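 note: signal counts dimethyl H3K9 product captured on neutravidin plate; 0% = median of DMSO wells and 100% = 0.3 times that DMSO median; strong numbers were not always called active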
Target sequence (Q9H3R0 1-420 limits assumed): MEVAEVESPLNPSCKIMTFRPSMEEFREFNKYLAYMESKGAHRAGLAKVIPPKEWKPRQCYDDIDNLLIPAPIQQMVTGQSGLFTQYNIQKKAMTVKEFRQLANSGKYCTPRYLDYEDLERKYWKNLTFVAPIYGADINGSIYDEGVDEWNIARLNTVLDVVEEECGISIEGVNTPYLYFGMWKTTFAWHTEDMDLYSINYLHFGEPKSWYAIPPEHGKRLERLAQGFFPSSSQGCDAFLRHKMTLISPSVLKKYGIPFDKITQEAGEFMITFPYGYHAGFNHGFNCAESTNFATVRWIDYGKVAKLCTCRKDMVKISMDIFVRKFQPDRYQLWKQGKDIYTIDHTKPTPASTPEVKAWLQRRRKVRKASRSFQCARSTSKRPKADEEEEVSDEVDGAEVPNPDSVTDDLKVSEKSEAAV
proCasp3 act: activators of human procaspase-3 | activation, % at 8.5 µM | actives 0.11% (n = 330,000) | recombinant procaspase-3 D3A, Ac-DEVD-pNA absorbance 405 nm | P42574;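 active = activation above the mean of all tested compounds plus 3 SD, cut at about 21% in these data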;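 note: 0% = DMSO alone and 100% = DMSO wells spiked with extra 5 µM PC-3 D3A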
Target sequence (P42574 whole entry D9A/D28A/D175A): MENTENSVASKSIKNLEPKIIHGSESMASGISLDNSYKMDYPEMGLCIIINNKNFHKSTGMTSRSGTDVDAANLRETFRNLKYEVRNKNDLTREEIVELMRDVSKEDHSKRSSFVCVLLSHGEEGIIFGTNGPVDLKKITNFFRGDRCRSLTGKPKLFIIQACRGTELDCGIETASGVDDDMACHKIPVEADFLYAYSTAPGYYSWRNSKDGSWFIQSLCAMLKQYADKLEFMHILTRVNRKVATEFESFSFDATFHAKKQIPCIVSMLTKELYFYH
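Technique: 405 nm absorbance of p-nitroaniline, reads at 0 and 120 min; Test system: Procaspase-3 D3A mutant; Incubation: 1 h enzyme-compound preincubation, then 2 h substrate reaction, 25 °C; Repeats: singlicate, each compound tested once; Benchmarks: low control DMSO wells, high control DMSO plus 5 µM PC-3 D3A.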
PP1 inh: blocks human PP1-alpha phosphatase, a PP5 counter-screen. P62136. purified PP1alpha, OMFP fluorescence. inhibition, % at 6.7 µM. actives 0.9% (n = 320,000). AID 2235;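 active = inhibition above the mean inhibition of all tested compounds plus 3 SD, computed separately for each screening campaign, cut at about 15% in these data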
Target sequence (P62136 whole entry, looked up): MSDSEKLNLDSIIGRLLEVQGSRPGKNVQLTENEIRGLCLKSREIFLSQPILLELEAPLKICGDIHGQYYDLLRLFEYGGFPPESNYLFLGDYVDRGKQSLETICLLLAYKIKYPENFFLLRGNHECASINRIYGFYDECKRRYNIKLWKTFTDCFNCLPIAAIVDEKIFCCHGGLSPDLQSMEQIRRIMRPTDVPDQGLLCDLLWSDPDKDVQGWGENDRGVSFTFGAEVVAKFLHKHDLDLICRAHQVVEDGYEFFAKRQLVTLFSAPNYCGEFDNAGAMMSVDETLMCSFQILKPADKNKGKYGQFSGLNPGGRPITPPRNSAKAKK
TPT1 inhibitor: blocks Candida albicans tRNA 2'-phosphotransferase; actives 0.81% (n = 300,000); AID 1962; inhibition, % at 5 µM; recombinant caTPT1, FP RNA substrate dephosphorylation;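 active = inhibition above the mean of all tested compounds plus 3 SD, set per screening campaign, cut at about 24% in these data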;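 note: plate controls were DMSO alone for no effect and ferristatin control at 100 nM for full effect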
CTSL1 counter: counter-screen for PFM18AAP inhibitors: inhibitors of F. hepatica cathepsin L1; inhibition, % at 5.96 µM; recombinant F. hepatica cathepsin L1, Z-Leu-Arg-MCA fluorescence; actives 0.49% (n = 300,000);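 active = inhibition above the mean of all tested compounds plus 3 SD, set per screening campaign, cut at about 17% in these data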;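 note: 0% = plate median of test compound wells and 100% = 1 µM Z-Phe-Ala-diazomethylketone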
procasp7 counter: counter-screen for procaspase-3 activators: activators of human procaspase-7. P55210. recombinant procaspase-7, Ac-DEVD-pNA absorbance 405 nm; D23A/D198A/D206A triple mutant, cannot self-cleave; scale: DMSO 0, 5 µM enzyme 100. activation, % at 8.5 µM. actives 0.093% (n = 330,000). AID 463210;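 active = percent activation above the screen-wide mean plus 3 SD, cut at about 25% in these data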
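Assay system – Uncleavable procaspase-7 mutant enzyme · Quantity – 2 µM procaspase-7 mutant as dispensed · Times – 1 h preincubation, 2 h reaction · Dosing – single nominal 8.5 µM compound dose, 0.8% DMSO final · Buffer or medium – Zinc-free 50 mM HEPES buffer, pH 7.4, with NaCl and Triton X-100 · Detection – Epi-absorbance of released pNA at 405 nm, two timepoints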
Efflux pump inh: antifungal efflux pump inhibition, Nile Red retention; S. cerevisiae Candida pump triplex; inhibition, % at 10 µM; AID 485275; actives 0.44% (n = 330,000);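 active = plate passing quality check with inhibition over a set limit, or well fluorescence over plate mean plus 4 SD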;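 note: Nile Red retained in pooled yeast measured as flow cytometry median fluorescence; 0% = buffer negative control and 100% = Enniatin B positive control; higher means more Nile Red kept so more efflux inhibition; some compounds called inactive have numbers as strong as hits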
PP5 primary: PP5 (human) phosphatase inhibition; inhibition, % at 6.7 µM; actives 0.18% (n = 320,000); AID 1987; purified PP5c, OMFP substrate fluorescence;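 active = inhibition above the campaign's mean inhibition across all tested compounds plus 3 SD, cut at about 9.5% in these data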;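 note: 0% = DMSO only and 100% = 100 µM cantharidin control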
HCV core dimer: blocks dimerization of HCV core protein | inhibition, % at 5 µM | actives 0.33% (n = 300,000) | AID 1899 | TR-FRET GST/Flag-core106 dimerization, 1536-well;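 active = inhibition above the mean of all tested compounds plus 3 SD, set per screening campaign, cut at about 45% in these data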
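Assay system: Tagged HCV core106 pair (GST and Flag) | Buffer or medium: KF-containing HEPES buffer, pH 7.45, DTT, CHAPS, BSA | Also added: Eu donor and XL665 acceptor anti-tag antibodies | Dosing: One concentration, 5 µM, in 0.5% DMSO | Timing: 4 h at 22.5 °C | Technique: TR-FRET 671 and 617 nm emission | Repeats: Singlicate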
An asterisk follows results filed as active; x = not tested or not shown; & = joins results of further samples.

The line under a structure holds: JMJD2C inh | proCasp3 act | PP1 inh | TPT1 inhibitor | CTSL1 counter | procasp7 counter | Efflux pump inh | PP5 primary | HCV core dimer
- CC(=O)Oc1ccc(-c2cccc(C(=O)N(C)c3ccc(O)cc3)c2)cc1
    -7 | 2 | -3 | 3 | -18 | -2 | 0.7 | 3.4 | 0
- CCOC(=O)N1CCC(NC(=O)CC2C(=O)NCCN2Cc2cccc(F)c2F)CC1 (stereo unspecified)
    1 | 3 | -3 | -2 | -1 | 17 | -0.2 | 1.4 | -8
- CC(C)C(c1nnnn1C(C)(C)C)N1CCN(Cc2cccnc2)CC1 (stereo unspecified)
    -6 | -2 | -3 | -5 | 8 | -7 | 0.1 | -0.3 | 0
- Cc1ccc(OCCNC(=O)/C=C/c2ccccc2)cc1C
    -2 | 3 | 10 | 1 | 2 | 11 | -0.3 | 0.5 | 2
- COc1ccc(NC2C=CS(=O)(=O)C2)cc1 (stereo unspecified)
    -3 | -8 | -2 | 0 | -2 | 4 | 0.1 | 3.1 | 1
- CC1CN(C(=O)Nc2ccc3c(c2)OCCO3)CC(C)O1 (stereo unspecified)
    6 | 2 | 1 | -1 | 0 | 4 | -0.1 | 1.3 | -3
- O=C(CSc1ccc2nnc(CCNC(=O)c3ccccc3)n2n1)NCc1ccccc1
    21 | 2 | 0 | -3 | 2 | 2 | -0.3 | 3.6 | -18
- N#C/C(=C/c1ccc(-c2cc(C(=O)O)cc(C(=O)O)c2)o1)c1nc2ccccc2s1
    2 | -6 | 10 | 141* | 7 | -5 | 0.8* | -0.9 | -4
- COc1ccc(/C=C/c2onc(C)c2S(=O)(=O)N2CCC(C(=O)N3CCCCCC3)CC2)cc1
    -1 | -2 | 5 | -4 | -2 | -7 | 0.1 | 2.2 | 13
- Cc1ccc(C)c(OCC(=O)Nc2nc3ccc([N+](=O)[O-])cc3s2)c1C
    3 | 4 | 3 | 1 | 3 | 5 | 0.1 | 1.4 | 6
- Cc1cccc(-c2nc3ccccc3c(=O)n2NC(=O)c2ccc([N+](=O)[O-])c(C)c2)c1
    12 | 1 | -6 | 1 | 16 | -1 | 0.0 | -0.4 | 11
- O=C1C(Nc2ccccc2)=C2CCCC=C2N1c1ccccc1
    1 | -4 | 2 | 0 | 7 | 5 | -0.1 | 0.8 | 10
- COc1ccc(C)cc1-n1c(SCC(=O)Nc2cc(C)on2)nc2ccccc2c1=O
    3 | -4 | -1 | 0 | 2 | 4 | -0.1 | 0.9 | -10
- O=C(c1ccccc1F)N1CCN(S(=O)(=O)c2ccc(S(=O)(=O)N3CCCCCC3)cc2)CC1
    6 | -1 | -4 | 1 | -4 | 1 | 0.0 | 0.1 | 4
- Clc1ccc(-c2nnc(Sc3nc4ccccc4o3)c3ccccc23)cc1
    -15 | 3 | 1 | 1 | 10 | -9 | 0.1 | 0.2 | 9
- COC(=O)Nc1nnc(-c2ccccc2Cl)s1
    4 | -3 | -2 | 2 | -2 | 2 | 0.1 | 4.7 | 0
- O=C(Nc1cccc(Cl)c1)OCCN1CCN(Cc2ccccc2)CCC1=O
    3 | 10 | 0 | 1 | 1 | -2 | 0.1 | 1.7 | 6
- Cc1ccccc1C(=O)N1CCC(C(=O)N2CCN(S(=O)(=O)c3ccccc3F)CC2)CC1
    -10 | 5 | -2 | 1 | -3 | 1 | -0.1 | -1.9 | 0
- CN(CC(O)COc1ccc2ccccc2c1)C1CCCCC1 (stereo unspecified)
    -22 | 4 | -2 | -3 | 2 | -8 | 0.0 | 0.0 | 4
- COc1cc(=O)[nH]c(SC(C)C(=O)Nc2ccc3ccccc3c2)n1 (stereo unspecified)
    -2 | 7 | -1 | -4 | -5 | 4 | 0.0 | -1.3 | -8
- O=C(Nc1nnc(-c2ccco2)s1)C1CC1
    6 | 4 | 1 | -1 | 1 | -5 | -0.1 | 1.9 | 1
- CC(C)n1cc(/C=C2/SC(=O)N(CC(=O)Nc3ccc4c(c3)OCO4)C2=O)c2ccccc21
    3 | -1 | 1 | 3 | -3 | 4 | 0.0 | 2.6 | 25
- CC(=O)NC1=NN(C(C)=O)C(C)(CS(=O)(=O)c2ccc(Cl)cc2)S1 (stereo unspecified)
    0 | 0 | 6 | 0 | -2 | -1 | -0.1 | 2.0 | -10
- Cc1cc(NC(=O)c2ccc3c(c2)C(=O)N(C(C)(C)C)C3=O)no1
    -21 | 0 | -2 | 2 | 3 | -2 | 0.1 | 1.2 | -2
- c1ccc(Sc2cccc3ccccc23)c(CNC2=NCCN2)c1
    -9 | -1 | 0 | 0 | 1 | -7 | 0.6 | -0.2 | -5
- CC1CCCC(C)N1C(=O)CSc1nnc(COc2ccccc2)n1-c1ccccc1 (stereo unspecified)
    x | 6 | 2 | -4 | -3 | -4 | 0.1 | 1.4 | 2
- Nc1cccc2c1C(=O)N(C(=O)c1cccc(S(=O)(=O)N3CCCCCC3)c1)C2=O
    -5 | 2 | 5 | -19 | 0 | 5 | -0.1 | 2.6 | 13
- COc1ccc(CN2CC(=O)N(c3cc(Cl)ccc3OC)C2=S)cc1OC
    2 | -1 | 6 | 2 | 4 | -17 | -0.1 | 1.6 | 4
- CC1O[C@@H]2O[C@](O[C@H](C)CC[C@@H](C)O)(c3ccccc3)O[C@@H]2C[C@H]1O (stereo partly specified)
    6 | 4 | 3 | -1 | -2 | -5 | 0.0 | -1.6 | -4
- Cc1ccc(Cl)cc1NC(=O)C1CCCN(S(C)(=O)=O)C1 (stereo unspecified)
    -3 | 5 | -1 | 2 | -1 | 20 | 0.1 | 1.1 | 1
- COc1ccccc1N1CCN(C(=O)CCc2ccc(S(=O)(=O)NCC(C)C)cc2)CC1
    13&16 | -2 | 0 | 0 | 2 | 8 | 0.0 | 1.2 | -1
- c1ccc2oc(-c3ccc4nc[nH]c4c3)nc2c1
    0 | 8 | -3 | 2 | 0 | 3 | -0.1 | -0.4 | -2
- O=C(CNS(=O)(=O)c1cccs1)N1CCCC1
    11 | -1 | -2 | -4 | -2 | 1 | -0.1 | 1.2 | -3
- CN(C)c1ccc(NC(=O)/C=C/c2ccccc2Cl)cc1
    2 | -16 | -1 | -3 | 0 | -17 | -2.5 | -1.4 | -30
- CC1CCc2c(sc3ncnc(SCC(=O)Nc4ccc(C(=O)O)cc4)c23)C1 (stereo unspecified)
    16 | -10 | -2 | -4 | 0 | 4 | 0.0 | -0.6 | -21
- COC(=O)CSc1nsc(SCC(=O)OC)c1C#N
    11 | -2 | -1 | 0 | -4 | -2 | 0.1 | 0.5 | -3
- Cc1cccc2c(=O)cc(C)n(CC(=O)N3CCCCC3)c12
    -1 | 3 | -1 | -1 | 9 | -2 | -0.1 | -2.9 | -2
- CS(=O)(=O)N1CCCC(C(=O)NCCCN2CCN(Cc3ccccc3)CC2)C1 (stereo unspecified)
    33 | 5 | -5 | 1 | -2 | -3 | 0.2 | 1.0 | 3
- CCOC(=O)c1[nH]c2c(c1-c1ccc(OC)cc1)C(=O)CC(c1ccc(OC)c(OC)c1)C2 (stereo unspecified)
    5 | -6 | -5 | 2 | -1 | -10 | -0.3 | 3.4 | 0
- COc1ccc(N2C(=O)CCC(C(=O)Nc3ccccn3)C2c2ccc(OC)c(OC)c2)cc1 (stereo unspecified)
    -24 | 2 | 2 | -8 | -1 | 4 | -0.2 | -0.5 | 2

Efflux pump inh, what is marked active above.
Compound | JMJD2C inh | proCasp3 act | TPT1 inhibitor | Efflux pump inh | PP5 primary | HCV core dimer
N#C/C(=C/c1ccc(-c2cc(C(=O)O)cc(C(=O)O)c2)o1)c1nc2ccccc2s1 | 2 | -6 | 141* | 0.8* | -0.9 | -4

Following part:
The line under a structure holds: JMJD2C inh | proCasp3 act | PP1 inh | TPT1 inhibitor | CTSL1 counter | procasp7 counter | Efflux pump inh | PP5 primary | HCV core dimer
- O=C(COC(=O)Cc1cccs1)Nc1ccccc1F
    4 | 9 | 1 | -7 | -23 | 4 | -0.1 | 1.0 | -16
- O=c1[nH]c(SCCN2CCOCC2)nc(O)c1-c1ccccc1
    8 | 5 | -5 | -2 | 1 | 9 | 0.1 | 2.7 | 0
- N#Cc1c(NC(=O)CSc2ncccn2)oc(-c2ccccc2)c1-c1ccccc1
    2 | -2 | 6 | 7 | 8 | -11 | 0.0 | 1.6 | 26
- CC1CCN(Cc2nnnn2CCCC(=O)NCC(C)(C)N2CCOCC2)CC1
    -1 | -2 | 0 | -4 | 4 | 7 | -0.2 | 0.5 | -2
- Cc1ccc(N(CC(=O)NCc2ccccn2)S(=O)(=O)c2ccccc2)cc1C
    -2 | 2 | 0 | -2 | -3 | -12 | -0.1 | 2.7 | -15
- CC1CCCN(C(=O)CCNS(=O)(=O)c2ccc(Br)cc2)C1 (stereo unspecified)
    -1 | -8 | -6 | -1 | -2 | 6 | 0.1 | -0.4 | 1
- COc1cc(/C=N/Nc2cccc3cccnc23)cc(OC)c1O
    4 | -20 | -3 | 0 | 3 | -15 | 0.0 | 4.8 | -34
- CCc1nnc(SC(C)C(=O)Nc2nccs2)n1C (stereo unspecified)
    7 | 0 | -3 | 2 | 6 | -4 | -0.1 | 2.2 | -10
- CN(C)Cc1c(C(=O)N/N=C/CCc2ccccc2)nnn1-c1nonc1N
    6 | -4 | -3 | 0 | 1 | 5 | 0.0 | 0.1 | -2
- CC(=O)NC(CC(=O)NCC(c1ccco1)N(C)C)c1ccccc1 (stereo unspecified)
    -24 | 6 | -2 | -2 | 1 | 3 | 0.1 | 2.3 | -5
- COc1ccc([C@H]2CC(=O)C=C(c3cccc(C(F)(F)F)c3)C2)cc1
    -1 | 0 | 6 | x | x | 0 | 0.0 | 4.6 | x
- Cc1nn(-c2ccccc2)c(C)c1/C=N/NC(=O)c1cc(C23CC4CC(CC(C4)C2)C3)[nH]n1
    -3 | 0 | 0 | 1 | -2 | 0 | 0.1 | 3.4 | 45
- CC1=C(C(=O)N2CCc3ccccc32)C2(CCC(C)CC2)OC1=O (stereo unspecified)
    x | -4 | 0 | 1 | -2 | -10 | 0.2 | 3.7 | 7
- CCC(C)C(NC(=O)c1ccccc1NC(=O)c1ccccc1)C(=O)N1CCOCC1 (stereo unspecified)
    -1 | -3 | -1 | 3 | 0 | -8 | -0.1 | 0.8 | 5
- COc1cccc(NC(=O)COC(=O)COc2cccc3c2OC(C)(C)C3)c1
    -16 | -8 | -2 | 1 | -9 | -4 | 0.0 | 3.0 | 4

Arranged by the number under Efflux pump inh (smallest number first): three of the compounds above
SMILES | Efflux pump inh
CCOC(=O)N1CCC(NC(=O)CC2C(=O)NCCN2Cc2cccc(F)c2F)CC1 (stereo unspecified) | -0.2
O=C(COC(=O)Cc1cccs1)Nc1ccccc1F | -0.1
O=C(c1ccccc1F)N1CCN(S(=O)(=O)c2ccc(S(=O)(=O)N3CCCCCC3)cc2)CC1 | 0.0

Source: PubChem (several laboratories)
